Screening data deposited in PubChem BioAssay by National Center for Advancing Translational Sciences (NCATS).
USP1-UAF1 inh: blocks the human USP1/UAF1 deubiquitinase complex | recombinant USP1/UAF1, Ub-Rhodamine cleavage fluorescence | Potency, µM (highest dose often 57.1 µM), inactives show at the top dose activity change, negative = inhibition, most hits filed as inhibitors | 390,000 tested, 0.23% active | AID 743255; further: potency means the concentration at half of the fitted maximal effect; on the % scale 0 is the no-effect control and ±100 the full control effect; nearly all actives have a fitted effect of over 60% in size; inactives centre near -12
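USP1/UAF1 complex (1 nM) preincubated 15 min at room temperature with compound, then Ub-Rho substrate (150 nM final) added. Kinetic fluorescence at 480/540 nm over 6 reads at 60 s intervals; 50 mM HEPES pH 7.8, 0.5 mM EDTA, 0.1 mg/ml BSA, 1 mM TCEP, 0.01% Tween-20.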
PI4K2A inh: inhibitors of human PI4K2A; Q9BTU6; purified PI4K2A, ADP-Glo luminescence, 1 h; active compounds read low; activity change, negative = inhibition, % at 76.9 µM; 420,000 tested, 0.13% active; AID 1346378; in the data active means activity change below about -50%; inconclusive means mostly about -30% to -49%;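 further: -100% = wells without enzyme as full effect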
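Compounds are screened against recombinant PI4K2A using PI as substrate and ATP, the latter dispensed at 300 microM. Reactions run one hour at ambient temperature before ADP-Glo detection; full inhibition defined by wells lacking enzyme.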
Vif-A3F inh: inhibitors of Vif-A3F interaction | Potency, µM (highest dose often 46.1 µM), for inactives: at the highest dose activity, negative = active | HeLa A3F-eYFP + Vif (tagged APOBEC3F with the HIV-1 protein that degrades it), YFP fluorescence increase | 390,000 tested, 0.2% active | AID 602313; further: potency means the concentration at half of the fitted maximal effect; % of control where 0% means no effect; nearly all actives have a fitted effect of over 65% in size
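HeLa cells stably expressing A3F-eYFP plus Vif, plated and incubated overnight at 37 deg C, then exposed to compounds overnight at 37 deg C. Blocked degradation read as raised yellow fluorescence (Ex 488/Em 500-530).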
Glioma ERSR ind: inducers of ER stress response in human glioma cells; U87-MG GRP78 promoter luciferase reporter, 16 h; Potency, µM, inactives show at the top dose activation, hits mostly activators; 420,000 tested, 0.02% active; further: potency means the concentration at half of the fitted maximal effect; series mostly up to about 76 µM; % of control where 0% means no effect; nearly all actives have a fitted effect of over 35% in size
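ERSR induction read as luciferase luminescence (Bright-Glo, 10 min at room temperature) in stably transfected human U87-MG glioma cells exposed to compounds for 16 h, using GRP78 as sensor.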
LDHA inh: blocks human lactate dehydrogenase A | purified LDHA, NADH/diaphorase-resazurin fluorescence; active compounds read low | activity change, % (values are at about 110 or 230 µM) | 480,000 tested, 0.15% active | AID 1347041 | P00338; in the data active means activity change below about -30%; inconclusive means mostly about -25% to -30%;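 further: plate controls were DMSO wells for no effect and wells without enzyme for full effect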
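LDH5 2 nM; NADH 0.06 mM, pyruvate 0.2 mM; 200 mM Tris pH 7.4, EDTA, Tween-20; 5 min RT. Detection: diaphorase 0.133 mg/mL + resazurin 37 µM, fluorescence ex540/em590 at 0 and 20 min; normalized to enzyme-free and DMSO wells.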
Vif-A3G inh: inhibitors of Vif-APOBEC3G interaction; AID 602310; HeLa A3G-eYFP + Vif (tagged APOBEC3G with the HIV-1 protein that degrades it), YFP fluorescence, overnight; 410,000 tested, 0.076% active; Q9HC16; Potency, µM (top dose mostly 46.1 µM), without a hit: at the highest dose activity, negative = active, hits mostly inhibitors;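 further: potency means the concentration at half of the fitted maximal effect; on the % scale 0 is the no-effect control and ±100 the full control effect; nearly all actives have a fitted effect of over 60% in size; hits raise eYFP signal because A3G escapes Vif-driven loss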
Target sequence (Q9HC16 whole entry, looked up): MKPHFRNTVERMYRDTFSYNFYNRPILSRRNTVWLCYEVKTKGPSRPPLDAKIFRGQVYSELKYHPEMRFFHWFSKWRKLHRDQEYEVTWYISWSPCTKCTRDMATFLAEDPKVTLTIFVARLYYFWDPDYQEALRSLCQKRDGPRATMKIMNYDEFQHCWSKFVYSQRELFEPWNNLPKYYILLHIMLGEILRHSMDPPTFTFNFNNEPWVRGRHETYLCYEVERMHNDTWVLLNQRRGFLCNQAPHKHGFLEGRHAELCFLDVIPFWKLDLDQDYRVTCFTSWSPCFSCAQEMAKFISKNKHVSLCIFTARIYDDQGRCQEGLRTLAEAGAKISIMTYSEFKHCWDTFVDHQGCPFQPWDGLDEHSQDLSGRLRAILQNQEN
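Read-out is eYFP fluorescence (Ex 488/Em 500-530) from Vif-expressing HeLa A3G-eYFP cells; more signal means A3G escaped Vif-mediated degradation. Cells plated overnight, compound pinned in, incubated overnight at 37 deg C.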
TrxR1 substrate: rat thioredoxin reductase 1 substrate activity; 390,000 tested, 0.01% active; purified TrxR1 substrate turnover, NADPH consumption readout; AID 588456; Potency, µM (series often up to 114 µM), for the others: top-dose activity change, negative = substrate turnover; further: potency means the concentration at half of the fitted maximal effect; on the % scale 0 is the no-effect control and ±100 the full control effect; nearly all actives have a fitted effect of over 50% in size
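Rat TrxR1, dispensed at 90 nM, was prereduced with 400 uM NADPH (final) for 5 min at ~22 deg C, then incubated with compound 15 min before 400 uM selenite. A first-read NADPH fluorescence drop versus no-compound background flagged substrates.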
RXFP1 ag: agonists of human relaxin receptor RXFP1 | Q9HBX9 | HEK293T-RXFP1 cAMP TR-FRET, 30 min; response scale: percent of porcine relaxin response, buffer zero | Potency, µM (doses to about 57.5 µM), without a hit: at the highest dose activation, usual class: activators | 370,000 tested, 0.3% active; further: potency means the concentration at half of the fitted maximal effect; on the % scale 0 is the no-effect control and ±100 the full control effect; nearly all actives have a fitted effect of over 60% in size; many of its hits are not listed in these tables
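Agonist response is measured as cAMP accumulation in an RXFP1-transfected HEK293T line under PDE4 inhibition. Values are scaled between buffer-only and 29 nM porcine relaxin, and EC50s come from standard Hill equation fits.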
IDH1 R132H inh: human IDH1 R132H inhibition; 390,000 tested, 0.093% active; IDH1-R132H enzyme, NADPH consumption, diaphorase/resazurin fluorescence; Potency, µM (top dose mostly 76.6 µM), without a hit: at the highest dose activity change, negative = inhibition, actives largely listed as inhibitors; AID 602179; O75874; further: potency means the concentration at half of the fitted maximal effect; on the % scale 0 is the no-effect control and ±100 the full control effect; nearly all actives have a fitted effect of over 65% in size
Target sequence (O75874 whole entry R132H, stated change not applied): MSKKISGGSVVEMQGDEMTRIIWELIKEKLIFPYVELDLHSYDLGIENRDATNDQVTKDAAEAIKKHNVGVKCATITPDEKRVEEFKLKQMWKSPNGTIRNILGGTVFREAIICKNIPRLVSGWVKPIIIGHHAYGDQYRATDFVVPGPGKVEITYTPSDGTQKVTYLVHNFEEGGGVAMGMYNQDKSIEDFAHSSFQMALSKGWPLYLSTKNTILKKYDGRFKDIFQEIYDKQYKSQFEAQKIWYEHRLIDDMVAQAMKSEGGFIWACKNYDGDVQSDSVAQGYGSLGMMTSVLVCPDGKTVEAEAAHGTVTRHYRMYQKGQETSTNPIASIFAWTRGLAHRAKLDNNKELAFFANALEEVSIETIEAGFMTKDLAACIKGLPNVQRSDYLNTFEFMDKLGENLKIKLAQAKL
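IDH1-R132H (0.5 ug/mL dispensed) in pH 7.5 Tris buffer was preincubated 30 min with compound, then given a substrate mix of 0.016 mM NADPH and 2 mM alpha-KG for 80 min at room temperature; remaining NADPH was read by diaphorase/resazurin fluorescence.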
Active calls of the source: *; ? = inconclusive; · = not tested or not shown; & = joins results of further samples; [ ] = remark or other dose. Unless noted, the call rests on the fitted dose curve; in most records, active means well fitted curve in the direction sought with a large enough effect; inconclusive means small, poorly fitted or top-dose-only effect, or another doubt; inactive means no such curve, though single readings can be large; an effect the other way counts as inactive or inconclusive.

SMILES | USP1-UAF1 inh | PI4K2A inh | Vif-A3F inh | Glioma ERSR ind | LDHA inh | Vif-A3G inh | TrxR1 substrate | RXFP1 ag | IDH1 R132H inh
Cc1ccc(CCNC(=O)c2cccc(NC3=NC4CS(=O)(=O)CC4S3)c2)cc1 (stereo not drawn) | -15% | -4 | -4% | 0% | -6 | 5% | 5%[57.1 µM] | 1.5% | 2%
CCN(CCCNC(=O)C1c2ccccc2C(=O)N(CCOC)C1c1ccc(F)cc1)Cc1ccccc1 (stereo not drawn) | -1% | 5 | 0% | 1% | -14 | 1% | 13%[57.1 µM] | -1.4% | 12%
COc1cccc(NC(=O)C(=O)NCCc2ccc(F)cc2)c1 | 6% | 2 | -6% | 4% | -3 | -6% | -5% | 1.4% | 5%
CC(C)(C)CC(C)(C)NCC(O)COc1ccc2c(c1)CCC2 (stereo not drawn) | -20% | 3 | -20% | -7% | -8 | -10% | -1% | · | -6%
O=C(NC(=S)Nc1cc(-c2nc3ccccc3[nH]2)ccc1Cl)c1ccc2c(c1)OCO2 | -4% | -4 | ? | -3% | -2 | -25% | 3% | 2.8% | 4%
Cc1ccsc1C(=O)OCC(=O)Nc1nnc(-c2ccccc2)o1 | -4% | -2 | -16% | 1% | -3 | 1% | -14% | -0.2% | 6%
CC1(C(=O)NS(=O)(=O)c2ccc(Cl)cc2)CCN1C(=O)CCc1ccccc1 (stereo not drawn) | · | -1 | · | -5% | -11 | -8% | · | · | ·
NNc1nc2c(Cl)c(Cl)ccc2s1 | 9% | -2 | 3% | 3% | -7 | -5% | -8% | -3.1% | -5%
Oc1c(Cl)cc(Cl)cc1CNc1ccccn1 | -19% | 2 | -7% | 1% | -10 | -7% | 8%[57.1 µM] | 1.6% | 0%
Cc1ccccc1Cn1ccn(-c2ccc(F)c(F)c2)c(=O)c1=O | -5% | -2 | 4% | -3% | 1 | 1% | -9% | ? | -8%
COc1cc(NC(=O)c2cnc(N)o2)cc(C(=O)Nc2cccc(C(F)(F)F)c2)c1 | ? | 4&-4 | -1%&6% | -7%&1% | -1&-2 | -13%&-2% | -7% | -0.2% | -2%&-5%
COc1ccccc1N(C)S(=O)(=O)c1ccc(C(=O)OCC(=O)Nc2cc(C)on2)cc1 | -21% | 3 | -12% | -4% | 1 | 4% | 1% | 0.3% | -2%
CCCN1C(=O)SC(CC(=O)Nc2ccccc2)C1=O (stereo not drawn) | -23% | 5 | -5% | -4% | 0 | -2% | 10%[57.1 µM] | -0.6% | -4%
Cc1nn2c(C)c(C(=O)N3CCN(c4ccc(Cl)cc4)CC3)cnc2c1-c1ccc(F)cc1 | -3% | -2 | 0% | -5% | -12 | 0% | -2%[57.1 µM] | 1.9% | -1%
CN(C)S(=O)(=O)c1cccc(C(=O)N2CCN(C(=O)C3CCCO3)CC2)c1 (stereo not drawn) | -17% | -3 | 4% | 0% | 1 | -8% | 3% | · | -14%
NC(=O)CC(NC(=O)c1cccc(Br)c1)c1ccc(N2CCC(Br)CC2)c([N+](=O)[O-])c1 (stereo not drawn) | -15% | -2 | 4% | -5% | 0 | 5% | 1%[57.1 µM] | 0.7% | -6%
CC1CN(Cc2ccccc2Cl)CC(C)O1 (stereo not drawn) | 8% | 3 | 1% | -6% | -21 | 1% | -1%[57.1 µM] | 1.5% | 0%
Cc1ccc(S(=O)(=O)N2CCN(C(=O)CC(C)(C)C)CC2)cc1 | -13% | -2 | -4% | -5% | -16 | -3% | 14%[57.1 µM] | 2.4% | -2%
Cn1cnnc1SCC(=O)Nc1cc(S(=O)(=O)N2CCCCC2)ccc1Cl | -17% | 1 | -10% | -4% | -6 | -3% | 6% | ? | 5%
Cc1ccc2c(c1)N(C(=O)CCC(=O)NCCCN1CCOCC1)CC(C)O2 (stereo not drawn) | -19% | -2 | -3% | 3% | -5 | 2% | 0%[57.1 µM] | 1.3% | -2%
c1ccc(CCCCN2CCN=C2Nc2ccccc2)cc1 | -23% | -3 | 0% | -3% | -5 | -8% | 4%[57.1 µM] | -0.1% | -7%
Cc1ccc(C(=O)NC(Cc2c[nH]c3ccccc23)C(=O)O)cc1 (stereo not drawn) | 5% | 2 | 5% | 2% | -4 | -1% | -3% | -0.6% | 8%
CC(=O)N1CCN(S(=O)(=O)c2cccc(C(=O)OCc3ccc(F)cc3)c2)CC1 | -12% | 3 | -2% | -3% | -5 | -1% | · | · | 3%
Cc1ccc(C(=O)Nc2cccc(C(=O)N/N=C/c3ccccc3F)c2)cc1 | 4% | -1 | -4% | -11% | -6 | -7% | -4% | -0.2% | -8%
Cc1ccc(CNC(=O)Cn2c(=O)cc(C)c3c(C)nn(-c4cccc(F)c4)c32)cc1 | 0% | 1 | 2% | -2% | -2 | -1% | 2%[57.1 µM] | 26% | -11%
O=C1c2ccccc2C(=O)N1S(=O)(=O)c1ccccc1 | -12% | 0 | 3% | -3% | 0 | 1% | 0% | 1.8% | -7%
CCn1cc(/C=C(\NC(=O)c2ccccc2F)C(=O)N2CCN(C)CC2)c2ccccc21 | -24% | -2 | -9% | -5% | -4 | 0% | · | · | -5%
CC(=O)c1cccc(-c2ccnc3c2CC(C(=O)Nc2ccc(Cl)c(C(F)(F)F)c2)O3)c1 (stereo not drawn) | · | -6 | · | -3% | -5 | -2% | · | · | ·
O=C(CCS(=O)(=O)c1ccc(Cl)cc1)Nc1nccs1 | -10% | 3 | 3% | -1% | -1 | -5% | -5% | -0.8% | 7%
Cc1sc(N)nc1-c1cccc([N+](=O)[O-])c1 | · | · | · | 2% | -6 | 2% | -3% | · | ·
CNc1cncc(-c2ccc(CN3CCOCC3)cc2)n1 | · | 2 | · | 0% | -9 | ? | · | · | ·
CCOC(=O)c1sc(NC(=O)c2sc(C)nc2C)nc1C | -9% | -3 | 8% | 1% | -11 | -5% | -17% | 7.5% | -6%
Cc1ccc(-c2nc3cccnc3s2)cc1NS(=O)(=O)c1ccc2c(c1)OCCO2 | -19% | 0 | -7% | 3% | -4 | -17% | 13%[57.1 µM] | 6.3% | -10%
CCn1c2ccccc2c2cc(N=C3SC(CC(=O)Nc4ccccc4)C(=O)N3C)ccc21 (stereo not drawn) | -7% | 4 | 8% | -5% | -4 | 0% | -3% | -0.3% | 4%
Cc1ccc(S(=O)(=O)N2C[C@H]3C(=O)C[C@@H](c4ccccc4)N(S(=O)(=O)c4ccc(C)cc4)[C@H]3C[C@H]2c2ccccc2Cl)cc1 | · | -1 | · | -1% | -12 | -7% | · | · | ·
Cn1c(=N)n(CC(=O)c2ccc(Br)s2)c2ccccc21 | -10% | 5 | -1% | -13% | -1 | 2% | -4% | 3.4% | -2%
COc1ccccc1CSc1nc2c(c(=O)n(C)c(=O)n2C)n1C | -5% | 9 | -6% | -4% | -5 | 0% | 1% | 4.9% | -1%
Cc1cc(C)c2c(=O)[nH]cnc2n1 | -16% | 3 | -28% | -6% | -2 | 8% | 7% | 0.9% | 12%
CCOc1ccc(S(=O)(=O)Nc2ccc3oc(C)c(C(=O)OCCOC)c3c2)cc1 | ? | -2 | -7% | 0% | 5 | ? | 1%[57.1 µM] | 4.7% | 0%
COc1nc(C#N)nc(N2CCCCC2)n1 | · | · | · | -4% | -5 | -6% | -3% | · | ·
CC(=O)C1=C(c2ccccc2)OC(N)=C(C#N)C1c1ccc(O)cc1 (stereo not drawn) | -15% | -1 | -3% | 2% | 4 | 0% | -1% | 4.4% | 3%
S=C1NC(c2ccccc2)N2C(=S)NC(c3ccccc3)N12 (stereo not drawn) | -17% | -7 | 9% | 4% | -6 | 1% | 4% | 1.7% | 0%
Cc1sc(-c2cccnc2)nc1OC(=O)C1CC1 | -18% | -10 | -4% | -2% | 0 | -7% | 45% | -0.6% | 9%
COC(=O)c1ccc(Sc2ccc(C)cc2)c(N)c1 | -20% | 5 | -1% | 7% | -6 | 5% | 16%[11.4 µM] | 6.3% | 4%
COc1ccccc1OCCOCCOc1ccccc1Cl | -20% | -5 | -17% | 2% | -6 | -6% | -7% | 2.4% | 6%
c1ccc2c(c1)OCc1cn[nH]c1-2 | 2% | 0 | 1% | 1% | -11 | -14% | -3% | 4.3% | 6%
COc1cccc(NC(=O)CSc2nnc(Cn3nnc4ccccc43)n2C)c1 | -1% | -4 | -14% | -2% | 4 | -1% | 5% | 0.4% | 0%
CCC1(C)Cc2ccccc2-c2c1c(=O)n(Cc1ccccc1)c1nnnn21 (stereo not drawn) | -4% | -2 | -7% | 0% | -3 | -1% | 6% | 1.2% | 6%
CCOc1nc(-c2ccccc2)ccc1-c1noc(-c2ccncc2)n1 | -22% | -2 | -16% | -7% | 1 | -2% | 16% | 14% | 1%
CCOC(=O)N1CCN(Cc2nc3c(c(=O)[nH]c(=O)n3C)n2Cc2cc(C)ccc2C)CC1 | -17% | -1 | 2% | -2% | 1 | -2% | 2% | 0.3% | 2%

This is a subset; count on the stated rates, not on these rows.
